# Compound activity from PubChem.
# SENP1 FRET inh – SENP1 (human) catalytic domain inhibition; recombinant SENP1 catalytic domain, CyPet-SUMO1-YPet FRET cleavage; inhibition, % at 10 µM; 360,000 tested, 0.21% active;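 active = inhibition at least 30% at 10 µM, raw YFP signal under a set limit, fluorescence ratio 0.5 to 1.5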;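 also: 0% = enzyme with DMSO and 100% = no enzyme wells; some results filed as inactive read as strong as hits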
# Target sequence (Q9P0U3 419-644 limits assumed): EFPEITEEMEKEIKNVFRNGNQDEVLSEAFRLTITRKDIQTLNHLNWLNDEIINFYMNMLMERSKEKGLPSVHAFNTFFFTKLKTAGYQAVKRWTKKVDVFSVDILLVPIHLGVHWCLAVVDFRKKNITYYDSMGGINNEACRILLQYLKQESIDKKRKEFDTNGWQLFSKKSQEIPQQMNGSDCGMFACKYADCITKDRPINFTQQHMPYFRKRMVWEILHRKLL
#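 Test system: recombinant human SENP1 catalytic domain, His6-tagged / Medium: pH 8 Tris buffer with EDTA, NaCl, BME, BSA, NP40, catalase / Also added: SUMO1 FRET substrate flanked by Cypet and Ypet, 25 nM / Times: 50 min reaction at room temperature / Signal: FRET, CFP and YFP emission / Control set: no-enzyme low control and enzyme-plus-DMSO high control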
# SENP8 block-1 – SENP8 (human) protease inhibition | Q96LD8 | AID 602440 | inhibition, % at 20 µM | recombinant SENP8, Nedd8 substrate fluorescence | 360,000 tested, 0.64% active; in the data active = inhibition mostly above about 40%, no sharp cut-off; inactive = mostly below about 27%
# MIN6 prolif – MIN6 beta-cell proliferation induction. 330,000 tested, 0.29% active. AID 2380. proliferation, % at 10 µM. MIN6 cells proliferation, ATPlite luminescence, 48 h; cells starved in 0.2% serum; 100% = growth in 10% serum;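 active = compounds whose signal lies at least 3.5 SD above the mean of all wells on their plate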;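 also: 0% = DMSO-treated cells in low-serum medium and 100% = 10% serum control; some compounds called inactive have numbers as strong as hits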
# SENP6 block – inhibitors of human SENP6 protease; Q9GZR1; Recombinant SENP6 catalytic domain, aminoluciferin luminescence; inhibition, % at 10 µM; 330,000 tested, 1.8% active; AID 2599;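 active = inhibition above about 50% at the single tested dose, limit read from the data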;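 also: plate controls were DMSO wells with enzyme for no effect and DMSO wells lacking enzyme for full effect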
# Target sequence (Q9GZR1 628-1112 limits assumed): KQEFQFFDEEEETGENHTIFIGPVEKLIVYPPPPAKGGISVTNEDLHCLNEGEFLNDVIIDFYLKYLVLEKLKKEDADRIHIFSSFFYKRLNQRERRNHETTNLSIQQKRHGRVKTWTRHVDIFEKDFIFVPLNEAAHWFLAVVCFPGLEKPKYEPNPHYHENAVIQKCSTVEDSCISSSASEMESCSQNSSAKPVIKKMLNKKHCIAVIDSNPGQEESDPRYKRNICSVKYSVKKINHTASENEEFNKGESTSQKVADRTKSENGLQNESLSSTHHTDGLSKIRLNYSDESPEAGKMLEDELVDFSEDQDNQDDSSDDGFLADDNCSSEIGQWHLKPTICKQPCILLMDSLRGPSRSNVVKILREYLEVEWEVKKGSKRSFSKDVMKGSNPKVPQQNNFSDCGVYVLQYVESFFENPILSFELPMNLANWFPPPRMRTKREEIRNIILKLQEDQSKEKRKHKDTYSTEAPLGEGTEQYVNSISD
# PfGluPho inh – PfG6PD (Plasmodium falciparum) enzyme inhibition. PfGluPho enzyme, NADPH resazurin-diaphorase fluorescence. inhibition, % at 20 µM. 350,000 tested, 0.78% active;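 active = inhibition reaching at least a set limit at 20 µM in the primary screen, cut at about 59% in these data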;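 also: 0% = DMSO wells with substrate and 100% = DMSO wells lacking glucose-6-phosphate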
# SENP7 inh – blocks the human protease SENP7 | Q9BQF6 | inhibition, % at 5 µM | recombinant SENP7, Z-RLRGG-aminoluciferin luminescence, 40 min | 330,000 tested, 1.5% active;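 active = inhibition above about 50% at the single test dose, limit read from the data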;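 also: plate controls were DMSO with enzyme for no effect and no enzyme buffer wells for full effect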
# Target sequence (Q9BQF6 706-1050 limits assumed): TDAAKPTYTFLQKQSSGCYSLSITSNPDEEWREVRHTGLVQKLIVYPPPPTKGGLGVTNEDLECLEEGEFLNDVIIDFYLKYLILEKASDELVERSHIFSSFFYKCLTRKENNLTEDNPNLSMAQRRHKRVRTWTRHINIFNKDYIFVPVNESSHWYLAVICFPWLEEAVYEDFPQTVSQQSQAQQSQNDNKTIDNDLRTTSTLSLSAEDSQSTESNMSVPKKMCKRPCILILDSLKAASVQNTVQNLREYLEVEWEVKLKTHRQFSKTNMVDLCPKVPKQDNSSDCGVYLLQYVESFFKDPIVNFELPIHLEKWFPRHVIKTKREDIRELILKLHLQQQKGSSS
# SENP8 block-2 – blocks the human protease SENP8 | purified SENP8, Z-RLRGG-aminoluciferin cleavage, luminescence | inhibition, % at 10 µM | 330,000 tested, 1.2% active | AID 2540; in the data active = inhibition above about 50%
# HKDC1 inhibitor – inhibitors of human hexokinase HKDC1. Q2TB90. recombinant HKDC1, G6PDH/diaphorase resazurin coupled fluorescence. inhibition, % at 20 µM. 340,000 tested, 0.16% active. AID 493160;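 active = inhibition above about 35% when tested at 20 µM, limit read from the data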;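 also: plate controls were DMSO wells with enzyme for no effect and DMSO wells lacking enzyme for full effect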
#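 test system = in-house recombinant HK5 (HKDC1) enzyme | amount = HKDC1 at 5 µg/mL | control set = DMSO-enzyme wells negative, buffer-substituted wells positive | compound = one dose of 20 µM, 1% DMSO | schedule = reaction time 90 min, room temperature, protected from light | technique = resorufin fluorescence at 613 nm | reagent = glucose with 1 mM ATP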
# UBC13 polyUb – blocks human UBC13 polyubiquitin chain formation | inhibition, % at 20 µM | AID 485273 | TR-FRET | 330,000 tested, 0.47% active; in the data active = inhibition above about 45%, passing the limit was not always enough; inconclusive = no clear call, values can overlap the other calls
# * marks the source's active call; other numbers are inactive results; ? = inconclusive; nt = not tested or not shown. Rows were taken by chance; overall some 4% were active at least once.
No.	Compound	SENP1 FRET inh	SENP8 block-1	MIN6 prolif	SENP6 block	PfGluPho inh
1	Cc1nnsc1C(=O)NCc1c(F)cccc1Cl	2	-12	nt	nt	-8
2	CCOc1cc(/C=N/NC(=O)c2cc(C)n(-c3ccc(F)cc3)c2C)ccc1O	-7	-180	4	-12	17
3	O=C(Nc1ccccc1)c1cc(-n2cnnc2)ccc1Cl	0	25	2	-13	-11
4	Cc1nnc2n1N=C(c1ccc(OC(F)F)cc1)C(C)S2 (stereo not drawn)	-2	6	-5	-16	9
5	Nc1nc2nn(-c3ccccc3)nc2c(=O)[nH]1	2	-286	-4	1	6
6	CCCCc1c(O)nc(SCC(=O)N2CCOCC2)n(-c2ccc(OC)cc2)c1=O	2	4	-1	10	-3
7	COc1ccc(CCNS(=O)(=O)c2ccc3c(c2)NC(=O)CO3)cc1OC	1	11	1	13	-16
8	Cc1ccc(/C=C/c2nc3sc(C(=O)O)c(C)c3c(=O)[nH]2)cc1[N+](=O)[O-]	-27	-224	0	-89	29
9	CCCCN(C(=O)COC(=O)c1ccccc1)c1c(N)n(CCC)c(=O)[nH]c1=O	0	16	-1	-5	-3
10	O=C(c1cnn(C(=O)c2ccccc2)c1)c1ccccc1O	1	-96	2	-11	4

No.	SENP7 inh	SENP8 block-2	HKDC1 inhibitor	UBC13 polyUb
1	nt	nt	-3	nt
2	1	-1	-1	23
3	6	-4	-7	15
4	1	6	-9	-1
5	17	1	-4	18
6	-2	2	-3	5
7	0	1	-7	2
8	2	7	47*	-34
9	6	-5	-3	8
10	5	-9	-3	27

# (cont.)
No.	Compound	SENP1 FRET inh	SENP8 block-1	MIN6 prolif	SENP6 block	PfGluPho inh
11	Cc1cccc(Nc2c(-c3ccc(O)cc3)nc3ncccn23)c1	42	-61	-2	42	5
12	CN(c1ccccc1)S(=O)(=O)c1ccc(NC(=S)NC(=O)C2CC2)cc1	1	10	0	8	-1
13	CC(NCc1ccc(F)cc1)C(=O)NC1CCCCC1 (stereo not drawn)	-5	-3	5	-24	-3
14	O=C(Oc1ccccc1)c1cccnc1Oc1ccccc1	0	23	0	-10	-4
15	Cc1ccc(C(=O)C2C(=O)c3ccccc3C2=O)cc1	5	29	-2	37	-18
16	Cc1nc2cc(C(=O)O)ccc2n1C1CCCCC1	3	18	-2	-19	16
17	COc1ccccc1NC(=O)c1ccc(NC(=O)COC(=O)c2ccc(O)cc2)cc1	3	-61	1	-17	4
18	O=C(O)CCCNC(=O)Nc1ccccc1	1	22	-3	-14	-1
19	CNc1nc2c(-c3ccc(Cl)cc3)nnn2c2ccccc12	-51	-287	-1	-14	12
20	CCOc1ccccc1OCC(=O)NNC(=O)Cn1cnc2c1c(=O)n(C)c(=O)n2C	2	6	0	-1	6

No.	SENP7 inh	SENP8 block-2	HKDC1 inhibitor	UBC13 polyUb
11	-4	9	-3	-3
12	-7	3	-2	-4
13	-5	-1	-9	-2
14	-1	-10	0	3
15	11	17	-3	-47
16	1	-12	-7	-9
17	-1	5	3	5
18	4	-15	-4	-2
19	-8	-3	-7	31
20	-6	-6	3	-14

# Reformatted with two lines to a compound: part of the list above.
# Sequence of screens – SENP1 FRET inh | SENP8 block-1 | MIN6 prolif | SENP6 block | PfGluPho inh | SENP7 inh | SENP8 block-2 | HKDC1 inhibitor | UBC13 polyUb
12. CN(c1ccccc1)S(=O)(=O)c1ccc(NC(=S)NC(=O)C2CC2)cc1
    1 | 10 | 0 | 8 | -1 | -7 | 3 | -2 | -4
13. CC(NCc1ccc(F)cc1)C(=O)NC1CCCCC1 (stereo not drawn)
    -5 | -3 | 5 | -24 | -3 | -5 | -1 | -9 | -2
14. O=C(Oc1ccccc1)c1cccnc1Oc1ccccc1
    0 | 23 | 0 | -10 | -4 | -1 | -10 | 0 | 3
15. Cc1ccc(C(=O)C2C(=O)c3ccccc3C2=O)cc1
    5 | 29 | -2 | 37 | -18 | 11 | 17 | -3 | -47
16. Cc1nc2cc(C(=O)O)ccc2n1C1CCCCC1
    3 | 18 | -2 | -19 | 16 | 1 | -12 | -7 | -9
17. COc1ccccc1NC(=O)c1ccc(NC(=O)COC(=O)c2ccc(O)cc2)cc1
    3 | -61 | 1 | -17 | 4 | -1 | 5 | 3 | 5
18. O=C(O)CCCNC(=O)Nc1ccccc1
    1 | 22 | -3 | -14 | -1 | 4 | -15 | -4 | -2
19. CNc1nc2c(-c3ccc(Cl)cc3)nnn2c2ccccc12
    -51 | -287 | -1 | -14 | 12 | -8 | -3 | -7 | 31
20. CCOc1ccccc1OCC(=O)NNC(=O)Cn1cnc2c1c(=O)n(C)c(=O)n2C
    2 | 6 | 0 | -1 | 6 | -6 | -6 | 3 | -14

# (continued)
No.	Compound	SENP1 FRET inh	SENP8 block-1	MIN6 prolif	SENP6 block	PfGluPho inh
21	Cc1ccc(S(=O)(=O)N2CCN=C2SC(C)c2ccccc2)cc1 (stereo not drawn)	3	5	-6	-3	54
22	CC(=O)OCC(=O)Nc1c(C)cc(C)cc1C	1	-5	0	3	-6
23	O=C(CNS(=O)(=O)c1ccc(F)cc1)N1CCN(c2ccc(F)cc2)CC1	1	14	-2	7	4
24	COc1ccc(OCC(=O)O/N=C(\N)c2ccc(OC)cc2)cc1	2	-164	0	-31	27
25	COc1cc(CNC(C)(C)CO)cc(Br)c1OCc1ccc(Cl)cc1Cl	2	24	-7	-28	8
26	Cc1c(Cl)cccc1NC(=S)N1CCc2ccccc2C1	0	17	0	-2	20
27	Cc1ccc(-c2cn(CCC(=O)O)c(-c3ccc(Cl)nc3)n2)cc1	2	-207	0	0	5
28	O=C(CNC(=O)c1ccc(F)cc1)c1ccccc1	1	11	1	-6	-1
29	O=C(CSc1ccccc1)NC1=NCCS1	-1	7	-1	-6	12
30	COc1cc(C2c3c(oc4c(C)cc(C)cc4c3=O)C(=O)N2Cc2cccnc2)ccc1O (stereo not drawn)	2	30	-3	-8	5

No.	SENP7 inh	SENP8 block-2	HKDC1 inhibitor	UBC13 polyUb
21	-4	-4	8	7
22	-4	-2	-7	-6
23	6	1	-4	3
24	-9	-12	2	6
25	-6	-18	-5	22
26	2	-7	-1	-11
27	-7	7	-2	4
28	14	-8	4	7
29	-3	-2	1	4
30	-3	1	-1	11

# (next part)
No.	Compound	SENP1 FRET inh	SENP8 block-1	MIN6 prolif	SENP6 block	PfGluPho inh
31	Cc1ccsc1C(=O)N1CC(=O)Nc2ccccc21	3	21	0	-8	3
32	CCC(c1nnnn1Cc1ccccc1)N1CCN(C(=O)c2ccco2)CC1 (stereo not drawn)	-4	24	-3	-23	-5
33	NS(=O)(=O)c1ccc(NC(=O)Nc2ccc(S(N)(=O)=O)cc2)cc1	3	22	-1	-8	-11
34	O=C(Nc1ccccc1)NC1(C(=O)NCc2ccc3c(c2)OCO3)CCCCC1	3	6	-1	-7	2
35	CCN(CC)CCOc1ccc2c(c1)C(=NNC(=O)c1ccccn1)c1cc(OCCN(CC)CC)ccc1-2	2	38	-6	3	36
36	CCOc1ccccc1NC(=O)CSCC(=O)Nc1ccccc1	0	4	-1	17	14
37	CN1CCN(C(=S)Nc2cccc(Cl)c2)CC1	2	19	0	-4	5
38	CCCc1cc(=O)oc2c(CN(CC)CC)c(O)c(Cl)cc12	-186	-452	3	-20	6
39	Cc1ccc(C)c(N2CCN(C(=O)CCCn3c(=O)c4cccn4c4cccnc43)CC2)c1	-5	-11	-5	1	3
40	CC(C)c1ccc(OCC(=O)N2CCCCCC2)c(Br)c1	1	13	-3	-6	-19

No.	SENP7 inh	SENP8 block-2	HKDC1 inhibitor	UBC13 polyUb
31	-12	-10	-4	-1
32	1	1	-1	0
33	10	0	5	-2
34	2	-3	4	-3
35	3	-2	14	?
36	1	6	-3	3
37	5	-2	-9	2
38	-1	-4	-2	32
39	2	8	-4	6
40	1	-1	2	7

# (more compounds)
No.	Compound	SENP1 FRET inh	SENP8 block-1	MIN6 prolif	SENP6 block	PfGluPho inh
41	Cc1cc(NC(=O)c2cnn3c(C(F)F)cc(C4CC4)nc23)no1	2	-11	5.5*	-9	2
42	O=C1CCC[C@@H]2Cc3nc4cc5c(cc4cc3[C@@H]3CCN1[C@H]23)OCO5	-17	-86	nt	nt	17
43	CCCCNC(=O)CCn1c(=O)c2ccccc2n(CC(=O)NCCc2ccc(OC)c(OC)c2)c1=O	0	24	-4	17	-12
44	Cn1c(N)c(C(=O)CSc2nnc(-c3c[nH]c4ccccc34)n2C2CC2)c(=O)[nH]c1=O	-5	7	-2	2	11
45	CCOc1ccccc1-n1c(CNc2ccc(F)cc2)nnc1SCC(=O)NCc1ccco1	0	19	2	-1	-6
46	COc1cc(NC(=O)Nc2cccc3cccnc23)cc(OC)c1OC	2	17	0	9	21
47	COc1ccc([C@H]2/C=C\CN(C(=O)c3ccc(C)cc3)[C@@H](C)C(=O)N2Cc2ccc(F)cc2)cc1	0	13	-8	-16	19
48	COc1ccc(/C=N/NC(=O)CCOc2ccccc2C)cc1OC	0	22	2	-20	-8
49	CC12CCC(C(=O)N(CC(O)CN3CCN(Cc4ccccc4)CC3)C1=O)C2(C)C (stereo not drawn)	2	18	4	3	5
50	CCCCc1c(C)nc2c(OC)cccc2c1SCCC(=O)O	0	-417	0	12	5

No.	SENP7 inh	SENP8 block-2	HKDC1 inhibitor	UBC13 polyUb
41	-4	-3	-5	2
42	nt	nt	5	nt
43	6	3	-2	-9
44	17	7	4	7
45	3	10	-7	2
46	-1	-7	-3	1
47	-8	10	1	12
48	-7	-14	-6	-9
49	-2	0	0	4
50	-4	6	-6	-1

# (further entries)
No.	Compound	SENP1 FRET inh	SENP8 block-1	MIN6 prolif	SENP6 block	PfGluPho inh
51	CN(C)CCCNc1nc2sc3c(c2c(=O)n1CCc1ccccc1)CCCCC3	-1	19	-4	-9	1
52	Cc1ccc(NC(=O)c2ccc(CSc3nnc(C)s3)cc2)cc1	-2	27	-3	1	-21
53	Cc1nc(Cc2nnc(SCC(=O)Nc3c(C)cccc3C)o2)cs1	-2	-1	-4	-8	-7
54	Cc1ccc(C)c(Oc2coc3cc(OCC(=O)Nc4ccccc4C(C)C)ccc3c2=O)c1	nt	nt	0	12	nt
55	COc1cc(-c2nnc(-c3ccncc3)o2)ccc1OCc1ccccc1	0	-305	-1	2	8
56	O=C(NCC1CCCO1)c1cccc(NS(=O)(=O)c2ccccc2)c1 (stereo not drawn)	4	2	-3	-15	-8
57	NS(=O)(=O)c1ccc(NC(=O)COC(=O)c2cn(-c3ccccc3)nc2-c2ccc(F)cc2)cc1	2	29	1	-20	-16
58	N#Cc1ccccc1NC(=S)Nc1ccc(F)cc1	1	-6	-2	5	-21
59	COC(=O)/C(N=Nc1c(C)n(C)n(-c2ccccc2)c1=O)=C(\C)O	3	17	-2	8	9
60	C=CCN1C(=O)C(CC(=O)O)SC1=Nc1ccc(N=Nc2ccccc2)cc1 (stereo not drawn)	2	38	0	-3	-11
61	COc1ccccc1C(=O)NC(=S)Nc1ccc(NC(=O)c2ccco2)cc1	-1	-54	-2	-25	0

No.	SENP7 inh	SENP8 block-2	HKDC1 inhibitor	UBC13 polyUb
51	-3	-2	1	49*
52	-1	-10	-8	5
53	-10	-5	-3	-3
54	1	5	nt	1
55	-1	-16	-6	8
56	-5	13	0	4
57	2	-3	0	-4
58	-5	3	5	6
59	-3	4	-8	-18
60	3	3	-4	6
61	3	4	6	4
